Compound activity deposited in PubChem by several laboratories.
S1P3 antag: antagonists of human S1P3 receptor; Q99500; CHO S1P3 NFAT-BLA reporter, FRET fluorescence, antagonist mode; inhibition, % at 4.98 µM; 170,000 tested, 0.27% active; AID 485;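 active means inhibition above the plate cutoff, the mean inhibition of test wells on that plate plus 3 SD, cut at about 28% in these data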;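 further: cells challenged with S1P at its EC80 of 0.8 µM; blue over green emission ratio from cleaved BLA substrate after 4 h stimulation; 0% = S1P-stimulated wells and 100% = unstimulated DMSO-only wells; some compounds past the cut are filed as inactive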
Target sequence (Q99500 whole entry, looked up): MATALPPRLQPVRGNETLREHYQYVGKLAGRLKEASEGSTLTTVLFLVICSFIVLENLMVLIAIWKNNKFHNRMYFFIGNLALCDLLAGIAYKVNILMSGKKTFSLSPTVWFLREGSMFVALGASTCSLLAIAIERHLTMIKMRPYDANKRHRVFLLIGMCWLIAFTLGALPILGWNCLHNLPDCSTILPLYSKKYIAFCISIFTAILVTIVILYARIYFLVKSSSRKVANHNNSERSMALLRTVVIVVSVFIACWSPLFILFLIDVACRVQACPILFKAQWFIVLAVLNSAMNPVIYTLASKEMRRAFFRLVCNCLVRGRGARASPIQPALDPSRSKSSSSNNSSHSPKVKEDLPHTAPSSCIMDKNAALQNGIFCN
PPARg SRC1 recr: agonists of human PPARgamma SRC-1 coactivator recruitment; AID 631; PPARgamma-SRC-1 coactivator recruitment biochemical assay; 200,000 tested, 0.41% active; P37231; activation, % at 8 µM; in the data active means activation above about 19%;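 further: 0% = DMSO and 100% = reference agonist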
Target sequence (P37231 whole entry, looked up): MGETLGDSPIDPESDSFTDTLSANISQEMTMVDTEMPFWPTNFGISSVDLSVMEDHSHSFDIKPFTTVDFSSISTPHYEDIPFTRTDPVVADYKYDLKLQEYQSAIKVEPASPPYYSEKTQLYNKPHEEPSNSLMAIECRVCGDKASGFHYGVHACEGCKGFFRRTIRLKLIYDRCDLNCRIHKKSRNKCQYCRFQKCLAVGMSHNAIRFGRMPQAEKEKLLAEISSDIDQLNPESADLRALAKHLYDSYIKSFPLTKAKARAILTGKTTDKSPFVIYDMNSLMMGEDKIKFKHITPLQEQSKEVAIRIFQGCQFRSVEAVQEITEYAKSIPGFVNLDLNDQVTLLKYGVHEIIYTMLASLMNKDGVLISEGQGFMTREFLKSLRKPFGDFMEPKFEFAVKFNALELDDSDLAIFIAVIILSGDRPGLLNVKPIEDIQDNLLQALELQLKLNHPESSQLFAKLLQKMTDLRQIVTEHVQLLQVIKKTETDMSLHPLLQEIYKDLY
STAT3 blocker: reduces IL-6 driven STAT3 reporter signal. U3A cells, IL-6 STAT3-luciferase reporter, luminescence; host cell line lacks STAT1. inhibition, % at 5.5 µM. AID 862. 190,000 tested, 0.89% active;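 active means inhibition above the mean inhibition across all screened compounds plus 3 SD, cut at about 44% in these data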;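 further: 0% = DMSO only wells and 100% = 100 µM nifuroxazide control wells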
RAM inhibit: inhibitors of the yeast RAM network. S. cerevisiae dse1pr::URA3 reporter, 5-FOA growth OD615, 2 d; analog-sensitive cbk1-as2 kinase mutant strain. inhibition, % at 50 µM. 190,000 tested, 1.8% active. AID 868;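 active means inhibition above a set limit, 3 SD over mean compound inhibition, cut at about 8.4% in these data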;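 further: 0% = DMSO-only wells with no growth and 100% = 10 µM 1-NA-PP1 full growth; inhibition rescues growth on 5-FOA so higher OD means more RAM inhibition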
TR-FRET SRC-2 ct: TR-FRET artefact, counter-screen to PPARgamma/SRC-2 agonist assay | stronger effect = higher value | AID 1049 | 200,000 tested, 0.4% active | TR-FRET ratio at 8 µM; in the data active means TR-FRET ratio above about 2000; further: inactives centre near 1500
PPARg SRC2 recr: PPARgamma-driven SRC-2 recruitment agonism; P37231; PPARgamma LBD-SRC-2 recruitment, biochemical; activation, % at 8 µM; 200,000 tested, 0.34% active; AID 1032; in the data active means activation above about 22%;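 further: 0% = vehicle and 100% = reference agonist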
PPARg SRC3 recr: agonists of human PPARgamma SRC-3 coactivator recruitment. biochemical PPARgamma/SRC-3 coactivator recruitment assay. activation, % at 8 µM. 200,000 tested, 0.26% active; in the data active means activation above about 23%;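 further: 0% = DMSO and 100% = reference agonist; some compounds past the cut are filed as inactive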
ROMK primary: modulates human ROMK potassium channel activity; Tet-inducible ROMK, thallium flux fluorescence; actives lie on both sides; B-score at 10 µM; 130,000 tested, 2% active; AID 1918;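 active means signal ratio slope over the read window, or its plate-corrected B-score, at least 3 SD from the plate mean, either direction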;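 further: B-score of the F/F0 ratio slope over 7 to 12 s after thallium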
TLR4-MyD88 BLA: inhibitors of human TLR4-MyD88 binding; AID 861; 200,000 tested, 0.18% active; HeLa CL3-4 TLR4/MyD88 BLA complementation, FRET ratio; inhibition, % at 8.4 µM; in the data active means inhibition above about 25%;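 further: 0% = vehicle and 100% = reference inhibitor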
STAT1 inh: reduces IFN-gamma driven STAT1 reporter signal | NIH 3T3 STAT1-luciferase reporter, luminescence | inhibition, % at 5.5 µM | 200,000 tested, 0.35% active | AID 920;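 active means inhibition above a set limit, the mean inhibition across all tested compounds plus 3 SD, cut at about 34% in these data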;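 further: 0% = IFN-gamma with DMSO and 100% = IFN-gamma with 300 µM nifuroxazide; values of inactives mirror those of a sister screen read the other way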
STAT3 activator: increases IL-6 driven STAT3 reporter signal | activation (% of control), % at 5.6 µM | U3A cells, IL-6 STAT3-luciferase reporter, luminescence; 100% = signal with IL-6 EC80 alone | 190,000 tested, 0.91% active | AID 871;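 active means activation above the screen-wide mean of compound activation plus 3 SD, cut at about 130% in these data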;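 further: 0% = background luminescence of wells with medium and substrate only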
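Material: STAT3-luciferase reporter U3A cells. Controls: IL-6-treated wells, 100% activation. Read-out: % activation versus median of IL-6-stimulated wells. Probe or stimulus: IL-6 stimulus at 33 ng/mL final. Timing: compound 1 h, then IL-6 6 h at 37 °C. Signal: reporter luminescence signal.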
Active calls of the source: *; / = not tested or not shown.

SMILES	S1P3 antag	PPARg SRC1 recr	STAT3 blocker	RAM inhibit	TR-FRET SRC-2 ct	PPARg SRC2 recr	PPARg SRC3 recr	ROMK primary	TLR4-MyD88 BLA	STAT1 inh	STAT3 activator
Cc1cc(C)nc(N2C(=O)CC(C(=O)O)NC2=NCCc2c[nH]c3ccccc23)n1 (configuration not stated)	-15	1	-3	0.7	1400	2	0	/	3	1	111
COc1nc(Oc2ccc(=O)n(C)n2)nc(N(C)C)n1	20	10	5	1.2	1566	13	5	/	2	-1	100
O=C(O)c1ncn(Cc2ccc(Br)cc2)c1C(=O)O	-3	-2	5	-0.4	1695	12	4	0.2	5	3	99
O=C(Nc1ccc2c(c1)OCO2)NC1CCN(Cc2ccccc2)CC1	2	-16	-10	0.6	1499	-5	-16	/	16	-8	112
CN(C)C=NC(=O)c1cc(C(=O)c2ccccc2)c[nH]1	-11	6	2	4.6	1391	4	-4	0.35	10	-8	103
Brc1ccc(-c2nnc(-c3ccco3)o2)cc1	-22	-3	15	-0.5	1546	-3	-7	-0.14	8	-60	91
O=C(Cc1cccs1)NCCN1CCOCC1	-4	-2	11	2.1	1481	7	2	/	2	7	90
CCOc1ccccc1NC(=O)N1CCCC(c2nc(-c3ccc(C)o3)no2)C1 (configuration not stated)	8	13	3	0.9	1741	-3	2	0.058	-9	-8	100
CC(C)(C)C1CCc2onc(C(=O)NCc3ccc(F)cc3)c2C1 (configuration not stated)	64*	-3	10	4.7	1624	9	11	/	-6	5	95
Cc1ccc(S(=O)(=O)c2c(C)cc(C)nc2Oc2cccc(C)c2C)cc1	/	-12	13	3.5	1652	8	4	/	3	1	98

Whole records, quoted from the list. Order of values: S1P3 antag, PPARg SRC1 recr, STAT3 blocker, RAM inhibit, TR-FRET SRC-2 ct, PPARg SRC2 recr, PPARg SRC3 recr, ROMK primary, TLR4-MyD88 BLA, STAT1 inh, STAT3 activator
Brc1ccc(-c2nnc(-c3ccco3)o2)cc1 is entered as -22, -3, 15, -0.5, 1546, -3, -7, -0.14, 8, -60, 91
Cc1ccc(S(=O)(=O)c2c(C)cc(C)nc2Oc2cccc(C)c2C)cc1 is entered as /, -12, 13, 3.5, 1652, 8, 4, /, 3, 1, 98

(next part)
SMILES	S1P3 antag	PPARg SRC1 recr	STAT3 blocker	RAM inhibit	TR-FRET SRC-2 ct	PPARg SRC2 recr	PPARg SRC3 recr	ROMK primary	TLR4-MyD88 BLA	STAT1 inh	STAT3 activator
CCCn1ncc(CN2CCN(CCc3ccccc3)C(CCO)C2)c1C (configuration not stated)	-1	6	8	0.5	1467	5	3	0.52	-6	-4	97
COc1ccc(CCNC(=O)C2CC(=O)N(CCc3ccccc3)C2)cc1OC (configuration not stated)	2	-2	8	-0.5	1608	9	4	-0.037	-10	-2	101
CCn1c(SCC(=O)NCc2ccc3c(c2)OCO3)nnc1-c1ccncc1	-6	0	2	-0.1	1592	2	-4	-0.071	3	1	103
COc1ccc(-n2c(=O)c3c4c(sc3n(CC(=O)Nc3cc(C)[nH]n3)c2=O)CCCC4)c(OC)c1	-3	10	21	4.6	1555	-5	5	0.64	-4	7	84
CCOP(=O)(OCC)C(NC(=O)c1ccc(OC)cc1)c1ccccc1 (configuration not stated)	-10	1	2	-0.4	1505	-2	-5	-1.1	5	-2	108
CCN=c1scc(-c2ccc3c(c2)NC(=O)CO3)n1N=C1CCCC1	-19	6	73*	4.4	1567	8	-2	/	1	13	43
COc1ccccc1NC(=O)c1ccc(-n2cccn2)c([N+](=O)[O-])c1	-13	4	25	0.9	1433	2	1	-0.41	11	-2	83
OC1CCC(NC(=S)Nc2ccc(SC(F)F)cc2)CC1 (configuration not stated)	8	2	-21	0.6	1571	6	2	/	1	-32	119
O=C(NCCCN1CCOCC1)c1ccc(Cl)s1	/	-4	6	0.4	1457	-1	-3	0.26	4	-3	100
O=C(Nc1cc(Sc2nc3ccccc3s2)cc([N+](=O)[O-])c1)c1cccc(F)c1F	-11	8	6	3.9	1591	-5	1	/	-7	10	99
CNc1cc([N+](=O)[O-])ccc1N/C=C/C(=O)c1ccc2c(c1)OCO2	9	-3	-38	2.6	1448	-4	-3	/	10	-39	135*
CN(NC(=O)c1c(Cl)cccc1Cl)c1cccc(Cl)n1	-3	-4	14	0.8	1295	-2	-1	-0.82	-5	5	89
CCOc1ccc(NC(=S)N2CCN(C/C=C/c3ccccc3)CC2)cc1	2	2	4	-1.2	1438	-9	2	1	2	-6	104
CC1CCc2nc(N)c(C#N)c(-c3cccnc3)c2C1 (configuration not stated)	/	5	0	-0.6	1668	1	7	/	-10	20	105
CN(Cc1ccccc1)Cc1c(F)cccc1F	-15	2	8	0.8	1405	4	-4	/	-8	6	95
CS(=O)(=O)N(CC(=O)N1CCOCC1)c1ccc2c3c(cccc13)CC2	-11	6	6	0.1	1455	7	5	/	-4	-5	98
CCc1ccc(N(CC(=O)NC2CCCCC2)S(=O)(=O)c2c(C)noc2C)cc1	-3	1	6	3.3	1477	-6	3	/	3	2	102
CSc1nnc2c(n1)OC(C)=Nc1ccccc1-2	-12	2	13	1.8	1533	5	3	/	11	3	95
COc1ccc(OC)c(NC(=O)CSc2nnc(CNC(=O)COc3ccc(Cl)cc3)o2)c1	-10	9	2	1.9	1607	-8	3	-0.44	8	-10	102
O=C1NC(c2ccccc2)(C(F)(F)F)C(=O)N1Cc1cccnc1 (configuration not stated)	3	-3	6	1.4	1461	1	-15	-0.42	20	-1	98
COC(=O)c1ccc(NC(=O)CNC(=O)C2CCCCC2)cc1	-11	-2	12	1.6	1535	0	2	/	-28	10	98
CCCCN=CC1=C(O)CC(c2ccccc2)CC1=O (configuration not stated)	-1	5	8	1.0	1719	7	1	1	-7	0	99
O=C(CN1CCCCC1)Nc1cccc(Cl)c1Cl	21	7	4	0.9	1611	9	-5	/	-10	-6	101
CC1=C(C(=O)N2CCOCC2)C(c2c(F)cccc2F)NC(=O)N1 (configuration not stated)	-3	4	6	-0.4	1648	-1	5	-0.044	1	4	103
O=Cc1ccccc1Oc1nc(N2CCOCC2)nc(N2CCOCC2)n1	-16	5	-16	2.3	1576	12	5	-1.3	3	9	117
COc1ccc(OC)c2c1sc(=NC(=O)C(C)(C)C)n2C	-45	4	14	2.0	4080*	121*	32*	/	-2	-4	93
O=C(CN1CCN(c2ccccc2)CC1)Nc1ccc(-n2cnnn2)cc1	-8	-1	3	0.1	1369	-7	3	/	3	1	100
COC(=O)c1sc(NC(C)=O)c(C(=O)OC)c1C	/	8	12	1.2	1479	0	5	0.5	3	-2	95
c1ccc(OCCN2CCN(Cc3nc(-c4ccc5c(c4)OCO5)no3)CC2)cc1	-9	0	5	0.3	1565	-4	2	-0.76	-22	-7	101
CCCCN(CC)CCCNC(=O)C1CCN(c2ncnc3c2sc2cccc(F)c23)CC1	-12	2	-12	1.0	1749	5	-3	/	13	0	111
O=C(C1=C(O)C(=O)N(CCc2ccccc2)C1c1cccnc1)c1ccco1 (configuration not stated)	/	7	11	0.2	1719	5	6	-0.24	-3	12	97
Cc1ccc(C(=O)Nc2nc(-c3ccccc3)c(-c3ccccc3)o2)cc1	3	-1	-4	3.6	1580	6	-3	1.1	-4	2	105
O=C1CSC(c2ccccn2)N1c1ccccc1 (configuration not stated)	-29	8	-1	0.3	1560	0	-5	/	8	-3	105
CCCN1C=CC(=C/C=C(\C#N)C(=O)OCC)C=C1	/	17	-10	0.0	1797	20	14	/	-17	-70	113
CCCN(CCC)S(=O)(=O)c1ccc(NC(=O)c2cc(C(=O)OC)cc([N+](=O)[O-])c2)cc1	/	3	-1	3.2	1490	3	4	0.54	-2	-1	107
CCC(=O)c1ccc(OCC(O)CNCc2ccc(F)cc2)cc1 (configuration not stated)	2	-1	10	0.7	1614	3	6	/	-11	-2	96
S=C(NCC1CCCCC1)Nc1cccnc1	-12	-9	3	2.8	1654	6	-2	0.4	-16	-3	98
S=C(NCCCN1CCOCC1)Nc1ccc(Cl)c(Cl)c1	2	-2	10	0.3	1528	1	-2	-0.19	2	7	94
O=c1oc2ccccc2cc1-c1csc(NN=C2CCCCC2)n1	/	1	16	0.0	1570	-2	11	-0.22	-1	-15	92
Nc1cc(Cl)ccc1N1CCCCC1	-19	1	7	2.5	1651	1	4	0.071	-9	-7	96
Cc1cccc(NC(=O)CSc2nc3c(c(=O)[nH]2)CCCC3)c1C	/	-6	5	0.9	1387	7	-6	-0.7	-3	-6	102
COc1cccc(/C=C/c2nc3c(cnn3-c3ccccc3)c(=O)[nH]2)c1	-20	3	-16	6.9	1605	3	0	-0.27	-4	-3	118
Cc1n[nH]c(=O)nc1N/N=C/c1cccs1	-5	22*	22	0.9	1769	3	4	0.0085	-5	-19	89
C=CCSc1nc2c(c(=O)[nH]1)C(C(C)C)C(C#N)=C(N)O2 (configuration not stated)	2	4	10	0.1	1455	-13	-3	/	-9	0	99
CSc1nnnn1-c1ccc(C)c(Cl)c1	-17	0	-4	1.5	1283	-8	-8	1.2	2	4	104
Cc1c(Cl)cccc1NC(=O)Cn1nnc(C(=O)NCc2cccs2)c1N	4	-2	8	2.8	1503	9	5	0.74	11	3	96
CCCc1nc(NCc2ccco2)c(C#N)c2c1COC(C)(C)C2	38	-7	5	2.0	1702	-3	-3	0.98	-18	3	99
O=C(CSc1nc(-c2ccccc2)cc(=O)[nH]1)NCc1ccc2c(c1)OCO2	-40	4	11	0.1	1394	0	-3	/	-3	-1	95
COc1ccc(N2CC(C(=O)NCCc3ccc(OC)c(OC)c3)CC2=O)cc1 (configuration not stated)	-5	2	6	0.3	1427	2	2	/	-16	1	98
Cc1ccc(S(=O)(=O)/N=C(/Nc2nc(C)cc(C)n2)N2CCOCC2)cc1	-61	-2	-3	/	1426	-2	0	/	-1	2	104

(list continues)
SMILES	S1P3 antag	PPARg SRC1 recr	STAT3 blocker	RAM inhibit	TR-FRET SRC-2 ct	PPARg SRC2 recr	PPARg SRC3 recr	ROMK primary	TLR4-MyD88 BLA	STAT1 inh	STAT3 activator
COc1ccc(-c2ccc(-c3noc(C(C)C)n3)c(OC)n2)cc1	6	6	2	15*	1546	4	3	/	-7	-16	103
O=C(NCCCCNC(=O)c1cccnc1)c1cccnc1	4	3	2	0.3	1455	-1	-11	0.061	2	2	98
COc1cccc(N(CC(=O)NCC2CCCO2)C(=O)CCC(=O)Nc2nccs2)c1 (configuration not stated)	-21	-5	6	-0.1	1578	8	1	-0.67	-3	-4	99
CCCNS(=O)(=O)c1ccc(OCC(=O)NCc2ccco2)cc1	-7	5	5	1.2	1739	17	6	0.57	-13	2	99
O=C(CCCc1nc2ccccc2s1)N1CCN(c2ccccc2F)CC1	9	3	1	1.1	1550	5	4	/	-12	-6	96
Cc1cccc(NC(=S)N(CCN(C)C)Cc2cccs2)c1	-25	-2	9	0.4	1474	0	0	-0.94	2	-2	102
CCOC(=O)c1c(N)sc(C(O)(C(F)(F)F)C(F)(F)F)c1-c1ccccc1	/	1	-1	-0.7	1639	7	3	-0.38	-3	0	101
